Source: PubChem BioAssay
RGS4 inh = Inhibitors of Regulator of G Protein Signaling (RGS) 4: qHTS; Transcreener GDP fluorescence polarization, RGS4-accelerated GTP hydrolysis; Regulator of G-protein signaling 4 (Homo sapiens), P49798; AID 504845, 2011; 390,000 tested, 0.039% active; Potency, µM (doses to about 114 µM), inactives show at the highest dose activity change, negative = inhibition, hits mostly inhibitors; further: on the % scale 0 is the no-effect control and ±100 the full control effect; nearly all actives have a fitted effect of over 75% in size; some results filed as inactive show a strong effect at the top dose
Target sequence (P49798 whole entry, looked up): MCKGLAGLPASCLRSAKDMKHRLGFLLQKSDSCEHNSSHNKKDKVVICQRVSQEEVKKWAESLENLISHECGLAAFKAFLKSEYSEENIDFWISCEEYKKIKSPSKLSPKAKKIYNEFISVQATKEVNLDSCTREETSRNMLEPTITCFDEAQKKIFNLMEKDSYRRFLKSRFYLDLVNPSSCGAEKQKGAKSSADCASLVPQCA
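MLSMR compounds (23 nl, pin-transferred) preincubated 10 min at room temperature with a 500nM (2x) first reagent, then RGS4 at 900nM (2x) plus Transcreener GDP mix added; fluorescence polarization (620/688 nm) read before and after 90 min at 30 °C.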
Vif-A3F inh = qHTS for Inhibitors of Vif-A3F Interactions: qHTS | AID 602313, 2012 | HeLa A3F-eYFP + Vif (tagged APOBEC3F with the HIV-1 protein that degrades it), YFP fluorescence increase | Potency, µM (top dose mostly 46.1 µM), without a hit: top-dose activity, negative = active | 390,000 tested, 0.2% active; further: % of control where 0% means no effect; nearly all actives have a fitted effect of over 65% in size
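HeLa cells stably expressing Vif plus C-terminally eYFP-tagged A3F were seeded, incubated overnight at 37 deg C, dosed with compound, incubated overnight again at 37 deg C. Yellow fluorescence (Ex 488/Em 500-530) reported blocked Vif-mediated A3F-eYFP degradation.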
TrxR1 substrate = qHTS Assay for Substrates of Mammalian Selenoprotein Thioredoxin Reductase 1 (TrxR1): qHTS | purified TrxR1 substrate turnover, NADPH consumption readout | AID 588456, 2011 | 390,000 tested, 0.01% active | Potency, µM (doses to about 114 µM), for inactives: top-dose activity change, negative = substrate turnover | Thioredoxin reductase 1, cytoplasmic (Rattus norvegicus), O89049; further: on the % scale 0 is the no-effect control and ±100 the full control effect; nearly all actives have a fitted effect of over 50% in size
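Rat TrxR1, dispensed at 90 nM, was prereduced with 400 uM NADPH (final) for 5 min at ~22 deg C, then incubated with compound 15 min before 400 uM selenite. A first-read NADPH fluorescence drop versus no-compound background flagged substrates.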
USP1 inh = Inhibitors of USP1/UAF1: Primary Screen. Ubiquitin carboxyl-terminal hydrolase 1 (Homo sapiens), O94782. recombinant USP1/UAF1, Ub-Rhodamine cleavage fluorescence. Potency, µM (highest dose often 57.1 µM), inactives show at the top dose activity change, negative = inhibition, actives largely listed as inhibitors. 390,000 tested, 0.23% active; further: on the % scale 0 is the no-effect control and ±100 the full control effect; nearly all actives have a fitted effect of over 60% in size; inactives centre near -12
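USP1/UAF1 complex at 1 nM was preincubated with compound for 15 min at room temperature, then Ub-Rho substrate (150nM final) was added. Fluorescence (480/540 nm) was read kinetically, 6 reads every 60 seconds.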
Vif-APOBEC3G blk = qHTS for Inhibitors of Vif-A3G Interactions: qHTS | Potency, µM (series often up to 46.1 µM), for inactives: at the highest dose activity, negative = active, actives largely listed as inhibitors | 410,000 tested, 0.076% active | HeLa A3G-eYFP + Vif (tagged APOBEC3G with the HIV-1 protein that degrades it), YFP fluorescence, overnight | AID 602310, 2012;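 further: on the % scale 0 is the no-effect control and ±100 the full control effect; nearly all actives have a fitted effect of over 60% in size; hits raise eYFP signal because A3G escapes Vif-driven loss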
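HeLa cells stably expressing Vif and C-terminally eYFP-tagged A3G, seeded overnight at 37 deg C, then exposed to compound by pintool overnight at 37 deg C. Rise in yellow fluorescence (Ex 488/Em 500-530, Acumen) marks blocked Vif-driven A3G degradation.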
IDH1 R132H inh = qHTS for Inhibitors of mutant isocitrate dehydrogenase 1 (IDH1): qHTS. Isocitrate dehydrogenase [NADP] cytoplasmic (Homo sapiens), O75874. IDH1-R132H enzyme, NADPH consumption, diaphorase/resazurin fluorescence. Potency, µM (titrated, usually from 76.6 µM), without a hit: at the top dose activity change, negative = inhibition, actives largely listed as inhibitors. 390,000 tested, 0.093% active; further: on the % scale 0 is the no-effect control and ±100 the full control effect; nearly all actives have a fitted effect of over 65% in size
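IDH1-R132H (0.5 ug/mL dispensed) in pH 7.5 Tris buffer was preincubated 30 min with compound, then given a substrate mix of 0.016 mM NADPH and 2 mM alpha-KG for 80 min at room temperature; remaining NADPH was read by diaphorase/resazurin fluorescence.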
RXFP1 ag = qHTS Assay for Agonists of the Relaxin Receptor RXFP1; 370,000 tested, 0.3% active; Relaxin receptor 1 (Homo sapiens), Q9HBX9; Potency, µM (doses to about 57.5 µM), inactives show at the highest dose activation, actives largely listed as activators; HEK293T-RXFP1 cAMP TR-FRET, 30 min; response scale: percent of porcine relaxin response, buffer zero; AID 2676, 2010; further: on the % scale 0 is the no-effect control and ±100 the full control effect; nearly all actives have a fitted effect of over 60% in size; many of its hits are not listed in these tables
Target sequence (Q9HBX9 whole entry, looked up): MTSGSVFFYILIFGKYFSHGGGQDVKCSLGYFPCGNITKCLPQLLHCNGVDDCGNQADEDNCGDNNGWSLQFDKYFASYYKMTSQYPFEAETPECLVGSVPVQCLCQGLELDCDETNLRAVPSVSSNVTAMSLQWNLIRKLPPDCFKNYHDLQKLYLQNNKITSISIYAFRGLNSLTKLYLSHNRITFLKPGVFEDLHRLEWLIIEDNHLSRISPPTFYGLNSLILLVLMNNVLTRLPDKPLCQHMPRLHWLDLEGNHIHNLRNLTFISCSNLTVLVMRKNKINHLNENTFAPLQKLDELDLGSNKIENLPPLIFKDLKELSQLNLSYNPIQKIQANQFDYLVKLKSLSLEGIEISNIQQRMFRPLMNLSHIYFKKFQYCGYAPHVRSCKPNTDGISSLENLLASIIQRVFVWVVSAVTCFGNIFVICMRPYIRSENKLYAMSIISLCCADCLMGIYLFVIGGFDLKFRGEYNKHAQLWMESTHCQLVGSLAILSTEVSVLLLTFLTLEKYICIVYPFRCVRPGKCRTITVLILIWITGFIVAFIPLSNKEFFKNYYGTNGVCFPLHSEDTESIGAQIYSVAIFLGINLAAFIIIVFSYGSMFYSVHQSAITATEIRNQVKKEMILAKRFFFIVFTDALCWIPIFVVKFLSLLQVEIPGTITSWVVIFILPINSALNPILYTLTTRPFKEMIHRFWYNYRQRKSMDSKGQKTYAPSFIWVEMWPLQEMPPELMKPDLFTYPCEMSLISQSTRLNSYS
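cAMP rise read by TR-FRET after 30 min, 37C compound exposure (up to 58 uM) in RXFP1-transfected HEK293 cells with Ro 20174 present. EC50 from Hill-equation fits, with 29 nM porcine relaxin as 100% and buffer as basal.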
12-LOX inh = Primary qHTS assay for inhibitors of human arachidonate 12S-lipoxygenase (ALOX12): Round 2; purified 12hLO, xylenol orange hydroperoxide absorbance; Potency, µM (series often up to 108 µM), without a hit: at the top dose activity change, negative = inhibition, usual class: inhibitors; 580,000 tested, 1.1% active; Polyunsaturated fatty acid lipoxygenase ALOX12 (Homo sapiens), P18054; AID 1671190, 2021; further: on the % scale 0 is the no-effect control and ±100 the full control effect
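Hydroperoxide product was detected by ferrous iron/xylenol orange as the 573 to 405 nm absorbance ratio. Arachidonic acid at 40 uM (final) was turned over for 30 min at room temperature by 150 nM human 12hLO, pH 7.0 Hepes buffer, after 15 min compound preincubation.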
rTrxR1 inhibitor = qHTS Assay for Inhibitors of Mammalian Selenoprotein Thioredoxin Reductase 1 (TrxR1): qHTS. Potency, µM (doses to about 114 µM), for inactives: at the highest dose activity change, negative = inhibition, usual class: inhibitors. 390,000 tested, 1% active. recombinant rTrxR1, NADPH fluorescence consumption, selenite substrate; further: on the % scale 0 is the no-effect control and ±100 the full control effect; nearly all actives have a fitted effect of over 65% in size
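Rat TrxR1 (90 nM in the dispensed reagent) was pre-reduced with 400 uM NADPH for 5 min at room temperature, then incubated with compound for 15 min. After 400 uM selenite was added, NADPH fluorescence (Ex 340/Em 450 nm) was followed for 8 min.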
The depositor's hits bear a star; ? = inconclusive; · = not tested or not shown; & = joins results of further samples; [ ] = remark or other dose. The call rests on the fitted dose curve; in most records, active means well fitted curve in the direction sought with a large enough effect; inconclusive means small, poorly fitted or top-dose-only effect, or another doubt; inactive means no such curve, though single readings can be large; an effect the other way counts as inactive or inconclusive. Potency means the concentration at half of the fitted maximal effect.

SMILES	RGS4 inh	Vif-A3F inh	TrxR1 substrate	USP1 inh	Vif-APOBEC3G blk	IDH1 R132H inh	RXFP1 ag	12-LOX inh	rTrxR1 inhibitor
CN1CCc2c(sc3nc(SCC(=O)NCc4ccco4)n(-c4ccccc4)c(=O)c23)C1	-21%	11%	17%	-29%	0%	-3%	6.8%	78%[activator]	34%
COc1ccc(C(C)=O)cc1CSc1ccccn1	6%	-2%	-10%[57.1 µM]	-1%	-1%	14%	-1.1%	0%	-8%[57.1 µM]
O=[N+]([O-])c1ccccc1CNc1ccc(F)c(Cl)c1	-4%	-2%	-12%	-17%	-24%	8%	-0.1%	-15%	-18%
CCOc1ccc(CSC(=N)N)cc1[N+](=O)[O-]	0%	-4%	2%	-24%	?	4%	-0.6%	1%	13%
COC(=O)C1=C(C(=O)c2ccc(C)cc2)C(c2ccc(OC)c(OC)c2)n2nnnc2N1 (stereo not given)	22%	1%	-11%	-16%	0%	2%	4.0%	-3%	-5%
COc1ccc(CCN2C(=NC(=O)CCC(=O)O)SC3CS(=O)(=O)CC32)cc1OC (stereo not given)	31%	-6%	-10%	-6%	-1%	-1%	-1.4%	0%	-18%
Cc1ccc(C)c(CN2C(=O)c3ccccc3S(=O)c3ccc(C(=O)NCc4ccccc4Cl)cc32)c1 (stereo not given)	-15%	1%	6%	-22%	0%	12%	0.0%	-17%	45%[activator]
COc1ccccc1-c1nc2cc3ccccc3cc2nc1-c1ccccc1	-6%	1%	5%	-26%	0%	-1%	6.5%	-13%	20%
CCCCn1nc2cc(C(=O)NCc3ccc(C(F)(F)F)cc3C(F)(F)F)ccc2c1OCC	24%	-1%	26%[57.1 µM]	4%	4%	3%	2.5%	1%	48%[activator]
Cc1cccc(C)c1NC(=O)C1NC(=O)CC1c1ccccc1 (stereo not given)	-22%	2%	13%[57.1 µM]	-13%	0%	-15%	0.0%	396%[activator]	23%[57.1 µM]
c1ccc(NCCc2ccccn2)cc1	-6%	7%	7%[57.1 µM]	?	4%	-1%	·	-23%	1%[2.29 µM]
COc1ccc(-c2cc(-c3ccc(OC)c(OC)c3)n[nH]2)c(O)c1	-40%	-1%	-9%	-12%	-5%	3%	0.5%	-21%	6%
Cc1cccn2c(=O)c(/C=C(\C#N)c3nc4ccccc4s3)c(Oc3ccc(Br)cc3)nc12	-26%	7%	22%	24%	4%	-10%	8.6%	?	-6%
Cc1ccc[n+](-c2[nH]c(=O)sc2/C=N/N=C(\[O-])c2cccnc2)c1	-17%	2%	-4%	-12%	-1%	-9%	-0.5%	-8%	1%
O=[N+]([O-])c1ccc(NN=C(c2ccccc2)c2ccccc2)nc1	5%	1%	-13%	-21%	-7%	0%	·	-6%	-8%
O=C(CN1CCN(C2CCCCC2)CC1)Nc1ccc(Br)cc1	8%	7%	4%[57.1 µM]	1%	0%	17%	-3.2%	-9%	20%[57.1 µM]
C#Cc1ccc([C@H]2C=C(C(=O)N3CCN(Cc4ccc5c(c4)OCO5)CC3)O[C@@H](OCC)[C@@H]2CCCO)cc1	6%	-1%	0%	-26%	-4%	-6%	0.4%	1%	21%
COc1ccc(C(=O)N(Cc2sccc2C)C2CCS(=O)(=O)C2)cc1 (stereo not given)	6%&11%	-4%	3%&-1%	-25%&-21%	1%	5%	0.7%&-0.4%	8%&-13%	5%&16%
CCOc1cc(NS(=O)(=O)c2ccc(OC)cc2)c(OCC)cc1NC(C)=O	22%	10%	2%[57.1 µM]	-24%	0%	17%	1.0%	9%	23%[57.1 µM]
CCCN1Cc2cccc(C(=O)Nc3ccc4c(c3)OCO4)c2C1=O	-21%	0%	-11%	-12%	-4%	6%	1.3%	-18%	-9%
COc1ccc(CNC(=O)CN2CCC(NC(=O)c3ccc(OC)cc3)CC2)cc1	-44%	0%	-12%[57.1 µM]	-11%	0%	10%	0.0%	5%	29%[57.1 µM]
CCCc1cc(C(=O)NNC(=S)NCC2CCCO2)cs1 (stereo not given)	-14%	-4%	10%[57.1 µM]	-20%	3%	2%	0.4%	22%	14%[57.1 µM]
O=C1NC(NS(=O)(=O)c2ccccc2)(C(F)(F)F)C(=O)N1CCc1ccccc1 (stereo not given)	-1%&16%	-27%&-4%	5%&8%	-15%&-7%	0%&-3%	5%&5%	1.9%&0.1%	?	16%&19%
CCOC(=O)CC1=NC(=O)CS1	-4%	1%	-6%	-15%	-6%	1%	1.1%	0%	51%[activator]
NC(=O)CN1CCOCCOCCOCCOCCOCC1	24%	2%	-11%	-4%	2%	11%	0.8%	-16%	-10%
CCN(Cc1ccccc1)C(=S)NC(=O)c1ccccc1Br	14%	?	-8%	-12%	0%	-7%	-1.7%	0%	-16%
Cc1nc2c(C#N)c(-c3ccc(Cl)cc3)ccn2n1	-19%	16%	-4%	-15%	-1%	-2%	3.2%	-12%	?
COCCNC(=O)C(c1ccc(F)cc1)N(CCOC)C(=O)CCC(=O)Nc1ccccn1 (stereo not given)	-4%	0%	6%[57.1 µM]	-19%	-3%	-6%	-3.2%	-2%	8%[57.1 µM]
O=[N+]([O-])c1cccc2ccc(/C=C/c3cccc(Br)c3)nc12	3%	12%	6%[57.1 µM]	-18%	-2%	8%	-0.1%	24%	1%[57.1 µM]
CC(=O)c1ccc(NC(=O)C(C)Sc2nnnn2C)cc1 (stereo not given)	7%	1%	15%	-5%	0%	11%	2.6%	10%	26%
COc1ccc(Cc2noc(CN3CCC(c4ccncc4)CC3)n2)cc1OC	-11%	0%	-7%	-1%	3%	-4%	-1.7%	15%	10%
C/C(CC(=O)Nc1ccc(OCc2ccccc2)cc1)=N\NC(=O)C(=O)Nc1ccc(C)c(Cl)c1	-7%[11.4 µM]	-20%	5%[57.1 µM]	-8%	?	-2%	-0.1%	15%	-51%
CSc1nc(N)nc(SCC(=O)CC(=O)OC(C)C)c1C#N	-16%	-5%	-1%	-21%	1%	2%	0.9%	-5%	-19%
Cc1c(-c2nsc(NC(=O)c3cccs3)n2)nnn1-c1ccc(Cl)cc1	?	-2%	3%[57.1 µM]	0%	3%	1%	1.1%	-25%	18%[57.1 µM]
c1ccc2c(c1)CC(CN1CCNCC1)O2 (stereo not given)	2%	0%	11%	-17%	-8%	-1%	0.4%	-1%	-30%
CCN(CC)CCCNC(=O)c1ccc(Cn2c(SCc3ccccc3)nc3cccnc32)cc1	-4%	3%	3%	-11%	3%	0%	5.4%	?	3%
Cn1c(=O)c2c(nc(N3CCOCC3)n2C)n(C)c1=O	16%	-3%	-1%	-24%	-5%	-1%	1.9%	-1%	11%
COc1ccc(-n2cnc3cc(C(=O)NCC4CCCO4)ccc32)cc1 (stereo not given)	-14%	-5%	5%	-8%	-1%	-14%	2.8%	-1%	22%
CCCCn1c(SCC(=O)N2CCCC2)nc2cc(S(N)(=O)=O)ccc21	15%	-31%	6%	-21%	0%	1%	2.7%	-2%	8%
O=C(Cn1cnc2cc([N+](=O)[O-])ccc2c1=O)NCc1ccccc1	-13%	-7%	7%[57.1 µM]	-1%	1%	5%	18%	-7%	16%[57.1 µM]
Cc1ccc(-n2c(SCC(=O)NCc3ccco3)nc3sc(C)c(C)c3c2=O)cc1	15%	-16%	14%	-5%	0%	-1%	?	0%	4%
O=C(O)/C=C/c1ccc(S(=O)(=O)NCc2ccco2)cc1	-4%	-7%	3%	-11%	12%	0%	0.3%	-2%	1%
CCOc1ccc(NC(=O)c2ccc3c(c2)CCN3S(=O)(=O)c2ccc(Cl)cc2)cc1	11%	0%	-3%	?	2%	-13%	0.7%	-9%	17%
O=C(O)c1ccc(-n2c(/C=C/c3cccc([N+](=O)[O-])c3)nc3ccccc3c2=O)cc1	18%	-4%	-9%	-1%	0%	9%	5.9%	-3%	-3%

Some of the entries above in another layout:
Each structure is followed by: RGS4 inh, Vif-A3F inh, TrxR1 substrate, USP1 inh, Vif-APOBEC3G blk, IDH1 R132H inh, RXFP1 ag, 12-LOX inh, rTrxR1 inhibitor
> COc1ccc(-n2cnc3cc(C(=O)NCC4CCCO4)ccc32)cc1 (stereo not given)
→ -14%, -5%, 5%, -8%, -1%, -14%, 2.8%, -1%, 22%
> CCCCn1c(SCC(=O)N2CCCC2)nc2cc(S(N)(=O)=O)ccc21
→ 15%, -31%, 6%, -21%, 0%, 1%, 2.7%, -2%, 8%

An excerpt; count on the stated rates, not on these rows.
